CAL PDZ FP-1 – CAL PDZ (human) peptide binding inhibition | Q9HD26 | purified CAL PDZ, TMR-peptide fluorescence polarization, 1 h | inhibition, % at 24.9 µM | actives 0.92% (n = 300,000) | AID 602252;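 active means mean inhibition of at least 30% with at least half of replicates also reaching 30%; inconclusive means no clear call, values can overlap the other calls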;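 further: 0% = DMSO neutral control and 100% = excess unlabeled competitor peptide PRC23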
Tat transport – blocks Tat-dependent protein export in E. coli. actives 0.036% (n = 340,000). E. coli MC4100 TorA-mCherry Tat export, fluorescence. inhibition, % at 10 µM;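 active means mean replicate inhibition at least 50% and at least half of replicates individually reaching 50%; inconclusive means only one of the two criteria met; inactive means neither criterion met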;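 further: exported cargo escapes ClpAP degradation while cytoplasmic cargo is degraded and loses fluorescence; 0% = median of neutral control wells and 100% = median of NaSCN control wells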
SR-BI DiI inh – mouse SR-BI HDL lipid transfer inhibition; Q61009; inhibition, % at 12.5 µM; actives 0.96% (n = 320,000); ldlA[mSR-BI] CHO cells, DiI-HDL uptake fluorescence, 3 h;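 active means mean replicate inhibition of at least 70% and a set share of replicates each scoring 70 or more; inconclusive means meets just one of the two criteria; inactive means fails both criteria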;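 further: 0% = median of neutral control wells and 100% = median of positive control wells; values of inactives mirror those of a sister screen read the other way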
Target sequence (Q61009 whole entry, looked up): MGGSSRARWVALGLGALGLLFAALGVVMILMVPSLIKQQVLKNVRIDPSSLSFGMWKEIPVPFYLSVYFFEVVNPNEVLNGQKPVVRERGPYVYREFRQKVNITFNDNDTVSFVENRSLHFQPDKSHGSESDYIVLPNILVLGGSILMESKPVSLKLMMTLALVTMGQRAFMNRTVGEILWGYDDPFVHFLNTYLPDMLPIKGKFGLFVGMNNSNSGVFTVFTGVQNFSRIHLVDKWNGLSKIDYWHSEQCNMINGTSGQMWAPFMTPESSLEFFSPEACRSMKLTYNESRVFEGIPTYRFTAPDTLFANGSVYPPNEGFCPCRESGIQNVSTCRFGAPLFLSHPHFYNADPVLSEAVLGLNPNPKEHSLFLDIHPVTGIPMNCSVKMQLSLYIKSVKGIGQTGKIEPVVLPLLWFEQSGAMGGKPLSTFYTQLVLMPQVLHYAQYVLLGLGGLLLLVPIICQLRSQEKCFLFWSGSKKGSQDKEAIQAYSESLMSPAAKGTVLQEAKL
E coli growth – reduces bacterial viability in AddAB counter-screen. actives 0.27% (n = 330,000). E. coli V3065 growth, OD600 absorbance, 18 h. inhibition, % at 11.9 µM;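 active means inhibition above the campaign's mean inhibition across all tested compounds plus 3 SD, cut at about 9.9% in these data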;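 further: uninfected addAB+ strain grown without phage in ampicillin broth; 0% = DMSO wells and 100% = ciprofloxacin 0.95 µg/ml wells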
Wnt bcat act – activates Wnt/beta-catenin signaling in a reporter cell assay | activator, plate reader | activation, % at 9.35 µM | actives 1.2% (n = 300,000) | AID 743398; in the data active means activation above about 30%, passing the limit was not always enough; inconclusive means no clear call, values can overlap the other calls;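 further: 0% = neutral control wells and 100% = positive control wells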
MITF act – activators of MITF-driven TRPM1 promoter activity in SK-MEL-5 cells; SK-MEL-5 TRPM1-promoter luciferase, 24 h; % of positive control, neutral wells = 0; activation, % at 12.5 µM; actives 0.75% (n = 300,000); AID 588334;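 active means mean activation of at least 80% with every replicate also reaching 80%; inconclusive means mean reaches 80% but some replicate falls short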;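 further: 0% = neutral control wells and 100% = parthenolide positive control wells; values of inactives mirror those of a sister screen read the other way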
SR-BI DiI-HDL act – enhances SR-BI lipid uptake from DiI-HDL. CHO ldlA[mSR-BI] cells, DiI-HDL uptake fluorescence, 3 h; 100 = double the neutral-control signal. activation, % at 12.5 µM. actives 0.096% (n = 320,000);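 active means mean replicate activation of at least 60% and every replicate at or above 60%; inconclusive means mean or all-replicate condition met, but not both; inactive means mean below 60% and not all replicates reaching 60%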;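 further: 0% = median plate neutral-control signal and 100% = twice that signal; values of inactives mirror those of a sister screen read the other way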
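System: LDL receptor-deficient CHO ldlA cells overexpressing murine SR-BI | Timing: 3 h uptake period with compound, 37 °C | Medium: HEPES-buffered (25 mM, pH 7.4) F12 plus 0.5% BSA | Dosing: Single-point compound dose | Signal: Bottom-read fluorescence, 550/595 nm | Read-out: Retained DiI signal reflecting DiI-HDL uptake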
CAL PDZ FP-2 – blocks peptide binding to human CAL PDZ domain; purified CAL PDZ, TMR-peptide fluorescence polarization, 1 h; Q9HD26; inhibition, % at 20 µM; actives 0.02% (n = 330,000); AID 504414;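 active means highest replicate inhibition of at least 40%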;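 further: plate controls were DMSO neutral control wells for no effect and unlabeled competitor peptide control wells for full effect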
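System: tagged CAL PDZ domain. Schedule: 1 h room-temperature incubation prior to read. Signal: fluorescence polarization (mP). Measure: percent inhibition from loss of millipolarization.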
phage Ecoli inh – E. coli growth loss with phage present. growth absorbance. actives 0.26% (n = 360,000). inhibition, % at 11.9 µM. AID 651602; in the data active means inhibition above about 11%
AddAB inh – less growth of phage-infected E. coli with AddAB | E. coli expressing H. pylori AddAB, absorbance growth | inhibition, % at 11.9 µM | actives 0.29% (n = 330,000); in the data active means inhibition above about 12%;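 further: 0% = vehicle wells of infected cells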
Numbers without * were called inactive; u = inconclusive; x = no result given. Hits appear at their usual frequency (roughly 3.6% active in at least one column).

SMILES,CAL PDZ FP-1,Tat transport,SR-BI DiI inh,E coli growth,Wnt bcat act,MITF act,SR-BI DiI-HDL act,CAL PDZ FP-2,phage Ecoli inh,AddAB inh
COc1ccc(CCn2c(=S)[nH]c3cc(C(=O)N4CCOCC4)ccc3c2=O)cc1OC,-2.3,-2.4,42.0,-2.2,-2.8,0.4,-42.0,-3.9,1.2,1.9
CC[C@@]1(C(=O)OC)N[C@H](CN(C)C(=O)Nc2ccc(Cl)cc2)[C@@H]2C(=O)N(C)C(=O)[C@@H]21,-3.6,2.1,8.5,-1.4,-2.0,11.9,-8.5,0.2,2.0,1.0
O=C(CN1CCCC1)NN=C(c1ccccc1)c1ccccc1,0.2,-8.5,-22.1,2.6,-0.9,-4.2,22.1,-9.4,3.5,4.1
CCn1c(SCC(=O)Nc2nc3c(s2)CCCC3)nnc1-c1ccccc1,-4.6,13.8,-16.2,-3.4,x,-6.7,16.2,x,-0.2,0.5
O=C(c1ccccc1OC(F)F)N1CCN(S(=O)(=O)c2ccc3c(c2)OCCCO3)CC1,x,-5.6,4.7,-1.1,-2.2,-1.3,-4.7,0.3,2.6,0.8
Nc1nnc(CC2=CCCCC2)s1,-5.0,2.2,-29.9,0.1,-3.0,5.3,29.8,-0.5,2.4,2.6
O=C(NCCO)c1ccc(-c2nnc(N3CCOCC3)c3ccccc23)cc1,-5.5,-5.2,-2.2,-0.9,-5.5,-7.3,2.2,-1.1,-3.2,3.9
CCOC(=O)c1ccc(NC(=O)COc2ccc(CNC3CCCCC3)cc2OC)cc1,x,4.7,41.2,1.0,0.0,33.5,-41.2,-1.7,4.9,0.3
O=C(CCC1CCN(Cc2ccccc2Cl)CC1)NC1CC1,-5.3,0.8,-39.6,-2.2,-1.6,x,39.6,-3.1,2.8,-0.2
COc1cccc(Cn2nc(C(=O)O)c3ccccc3c2=O)c1,-0.2,-1.2,-3.8,-0.3,-1.1,3.7,3.8,-2.2,1.5,1.3
Cc1ccc(C)c(CN2CCCN(C(=O)Cn3ncc4c3-c3ccccc3OC4)C2)c1,x,3.1,9.2,-0.5,-4.5,-1.6,-9.2,0.2,1.5,2.4
CC1CCN(C(=O)CSc2nnc(CSc3ncccn3)n2C)CC1,3.1,-8.4,-4.3,-1.2,x,0.5,4.3,x,0.1,-0.7
Cc1ccccc1C(=O)NNC(=O)C(=O)N1CCCCC1,x,-1.7,-27.5,-0.5,-0.8,1.9,27.5,0.9,3.6,0.8
COc1ccc(CNC2CCSc3ccccc32)cc1OC (centres undefined),2.7,1.6,-7.2,-0.5,-0.7,-7.5,7.2,0.9,2.1,0.4
CCn1nnnc1SCC(=O)N1CCOCC1,-5.3,0.6,36.3,-0.4,x,12.9,-36.3,-0.7,1.3,2.7
Cc1ccc(S(=O)(=O)N2CCCCC2)cc1NC(=O)CSc1nnc(C2CC2)n1N,8.4,3.1,7.4,-1.1,-1.5,6.3,-7.4,0.3,2.0,-0.7
CCOC(=O)C(=CNc1ccc(N2CCOCC2)cc1)C(=O)OCC,-2.4,6.0,-50.6,2.1,3.5,-11.5,50.7,-1.6,0.1,0.0
Nc1ccccc1-n1cccc1,30.9*,1.8,0.3,-0.6,61.5*,x,-0.3,-0.2,-3.0,0.6
CC(C)(C)c1ccc(C(=O)NCc2nnc(SCC(=O)NC3CCCC3)o2)cc1,-1.4,-1.2,-8.5,-0.2,-0.6,2.6,8.5,-0.3,-2.0,-1.6
CN(C)C(CNc1ncnc2sc3c(c12)CCCC3)c1ccco1 (centres undefined),-4.5,-1.0,15.5,0.8,1.0,11.8,-15.5,-3.2,0.9,-1.4
O=C(c1ccc2c(=O)n(-c3ccccc3)c(=O)[nH]c2c1)N1CCN(c2ccc(F)cc2)CC1,2.0,2.5,22.3,-0.9,22.1,x,-22.3,-0.2,-0.2,-0.7
Cc1ccc(NC(=O)Nc2c(Cl)cccc2Cl)cn1,-5.4,2.8,3.3,-2.9,-0.7,1.5,-3.3,0.6,0.3,1.1
Cc1cccc(N2C(=O)CC(N3CCN(c4ccccn4)CC3)C2=O)c1 (centres undefined),-3.1,-4.9,-3.3,0.1,x,-1.9,3.3,-1.1,3.0,5.9
C=C1CCN(C(Cc2ccccc2)C(=O)OC)S(=O)(=O)c2ccc(F)cc21 (centres undefined),-1.1,1.7,-8.1,-0.5,-0.8,x,8.1,-0.2,1.1,1.3
CCN(CCn1cccn1)C(=O)CCc1nnc(C2(c3ccc(Cl)cc3)CCC2)o1,4.3,21.6,8.7,-1.8,19.4,38.9,-8.7,-2.0,0.9,2.9

Overlap with the part before: 2 compounds, then new ones.
SMILES,CAL PDZ FP-1,Tat transport,SR-BI DiI inh,E coli growth,Wnt bcat act,MITF act,SR-BI DiI-HDL act,CAL PDZ FP-2,phage Ecoli inh,AddAB inh
C=C1CCN(C(Cc2ccccc2)C(=O)OC)S(=O)(=O)c2ccc(F)cc21 (centres undefined),-1.1,1.7,-8.1,-0.5,-0.8,x,8.1,-0.2,1.1,1.3
CCN(CCn1cccn1)C(=O)CCc1nnc(C2(c3ccc(Cl)cc3)CCC2)o1,4.3,21.6,8.7,-1.8,19.4,38.9,-8.7,-2.0,0.9,2.9
O=C(O)CCC(=O)NNC(=O)c1ccc(Br)cc1,-1.9,-2.1,-24.7,-1.4,-1.4,9.1,24.7,-1.5,3.6,1.8
CCCCC1(C)NC(=O)N(CC(=O)Nc2ccc(S(=O)(=O)N3CCOCC3)cc2)C1=O (centres undefined),0.7,6.6,-60.2,-2.2,x,-18.7,u,-0.9,3.6,-0.5
Cc1ccc(OCCNC(=O)c2cccc(S(=O)(=O)N3CCN(C)CC3)c2)cc1,0.4,2.1,-3.0,0.2,0.8,1.3,3.0,0.6,-2.5,0.5
Cc1sc2ncn(CC(=O)N3CCCC(C)C3)c(=O)c2c1S(=O)(=O)N1CCCCC1 (centres undefined),3.7,-2.2,x,-0.9,18.4,1.5,x,-0.6,-0.6,3.0
CN1C/C(=C/c2cccs2)C(=O)/C(=C\c2cccs2)C1,-2.6,5.5,x,1.6,5.9,13.0,x,-3.9,0.1,1.1
Cc1ccn2cc(C(=O)N3CCCC(Nc4ccc(F)cc4)C3)nc2c1 (centres undefined),0.6,2.0,-12.6,-0.8,-1.6,-5.6,12.6,-2.0,1.6,0.9
CC(C)Cn1c(-c2cc(Br)ccc2F)nc2c1c(=O)[nH]c(=O)n2CC(C)C,7.7,10.2,x,1.9,2.5,-5.1,x,-1.6,0.4,2.5
O=C(Nc1cccc([N+](=O)[O-])c1)c1ccccc1,-1.5,-2.4,3.1,0.3,4.0,20.9,-3.1,0.4,1.9,-0.6
C=CCOc1ccc(/C=N/NC(=O)CN2CCOCC2)cc1OCC,0.6,-6.2,0.0,2.5,-0.9,-3.9,0.0,-0.5,3.8,4.4
COc1ccc(Br)cc1CN1CCCCCC1,-2.2,1.5,-32.6,-11.1,-3.1,5.4,32.6,x,2.8,-6.8
O=C(CSc1nnnn1Cc1ccccc1)Nc1cccc(F)c1,-3.3,6.8,x,-2.8,-4.0,-0.9,x,-2.0,3.0,-0.7
Cc1c(NC(=O)CS(=O)(=O)c2ccccc2)c(=O)n(-c2ccccc2)n1C,-4.8,-2.2,-7.7,0.2,0.4,-0.6,7.7,-1.1,0.2,-0.5
COc1ccccc1OCC(=O)N1CCCCCCC1,-5.2,-5.2,-16.8,1.0,-0.9,x,16.8,0.6,2.6,1.8
C=CCNCC(=O)Nc1ccccc1SCC(=O)Nc1ccsc1C(=O)OC,-0.7,-4.2,12.2,0.8,-13.0,11.1,-12.2,-1.5,3.2,-2.2
CCOc1ccc(N/C(SC)=C(/C#N)C(N)=O)cc1,-0.3,-1.5,-20.2,-2.0,x,-8.5,20.2,-1.3,1.5,-2.2
CC1=CN2C(=N)/C(=C/c3ccco3)C(=O)N=C2S1,-4.8,-12.7,15.7,0.5,19.9,57.0,-15.7,-0.8,1.9,4.2
COc1ccc(S(=O)(=O)N2CCN(C(=O)c3cc(C)oc3C)CC2)cc1OC,-5.2,0.1,-29.9,-3.0,-0.6,-1.4,29.9,0.3,1.6,0.9
Nc1c(C(=O)Nc2ccc(Cl)cc2)sc2nc(N3CCOCC3)c3c(c12)CCCC3,-2.3,-1.9,8.5,-4.1,-0.9,-18.7,-8.5,-2.2,4.1,1.5
Cc1ccc(C(=O)Nc2nnc(C3=COCCO3)o2)cc1C,-1.3,-8.1,-15.5,-8.4,2.8,-0.9,15.5,-3.1,-6.8,2.6
COc1ccccc1CC1CC(=O)N(c2ccccc2)C1=O (centres undefined),-3.4,14.4,-35.2,0.6,0.5,2.8,35.2,x,1.5,0.4
Cc1cc(SC(C)C(=O)NCC(=O)Nc2ccc(F)c(F)c2F)nc2ccccc12 (centres undefined),-4.4,11.0,56.2,-1.0,-1.5,-10.9,-56.2,-0.3,2.3,-1.9
COC(=O)CC(N)c1ccc(OC)c2ccccc12 (centres undefined),-4.6,-0.6,-1.6,-1.0,x,x,1.6,-0.3,1.5,1.3
COc1cc(NC(=O)Cn2cnc(S(=O)(=O)N3CCCCC3)c2)cc(OC)c1OC,0.4,-3.4,-20.7,-1.0,-4.2,6.9,20.7,-0.6,0.6,2.9
CC(Sc1ncnc2c1cnn2-c1ccccc1)C(=O)Nc1ccc(N2CCOCC2)cc1 (centres undefined),1.8,-2.7,13.7,0.5,5.4,8.0,-13.7,0.6,4.1,1.2

High-throughput results: PubChem BioAssay, several laboratories
